Source: PubChem BioAssay
ARNT-TACC3 inh – disruptors of human ARNT/TACC3 interaction; Q9Y6A5; AlphaScreen His-ARNT PAS-B/GST-TACC3 binding, luminescence; TACC3 fragment carries E629A point mutation; inhibition, % at 9.99 µM; 0.66% of 390,000 active; AID 623870;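 active = mean inhibition of replicates at least 50% and at least half of replicates each reaching 50%; inconclusive = half or more replicates reach 50% but mean below 50%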;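 also: 0% = complete ARNT plus TACC3 wells and 100% = ARNT alone without TACC3; many hits fall short of the cut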
DENV2 CPE – DENV2-induced cell death inhibition; DENV2-infected cells, cytopathic effect rescue, plate reader; CPE inhibition, % at 9.99 µM; 1.7% of 350,000 active; in the data active = CPE inhibition above about 20%, passing the limit was not always enough; inconclusive = no clear call, values can overlap the other calls; tested in BHK-21 cells;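 also: 0% = median of neutral control wells and 100% = median of positive control wells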
PAX8 reporter – PAX8 transcriptional activity inhibition; AID 652154; 1.2% of 360,000 active; RMG-I TPO-luciferase reporter, SteadyGlo, 24 h; inhibition, % at 12.6 µM;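 active = mean replicate inhibition at least 60% with every replicate also reaching 60%; inconclusive = only one of the two criteria is met; inactive = mean below 60% and not all replicates reaching 60%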;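 also: luciferase light reporting Pax8 driven TPO promoter activity; plate controls were median of neutral control wells for no effect and mitoxantrone controls for full effect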
EWS-Fli inh – EWS/Fli transcriptional activity inhibition; inhibition, % at 12.6 µM; 0.67% of 350,000 active; A673 NR0B1-luciferase reporter, viability-normalised;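 active = mean inhibition of at least 50% after viability correction, with every replicate also passing that limit; inconclusive = mean reaches 50% but only one of two replicates passes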;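 also: firefly luciferase signal divided by Alamar Blue viability fluorescence both relative to DMSO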
LGR2 inh – Drosophila LGR2 receptor signaling inhibition; HEK293 LGR2, CRE-luciferase, bursicon-stimulated, 4 h; inhibition, % at 9.99 µM; 0.35% of 380,000 active; AID 720647;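 active = drop in luminescence signal, shown as inhibition above about 50% in the replicate tests, limit read from the data, passing the limit was not always enough; inconclusive = probably only some replicates passing the limit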;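 also: agonist challenge used bursicon conditioned medium at about half maximal strength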
SIRT5 block – inhibitors of human sirtuin-5 desuccinylase; inhibition, % at 15 µM; 1.1% of 330,000 active; Q9NXA8; Purified SirT5, succinyl-peptide AMC, trypsin-coupled fluorescence; in the data active = inhibition above about 15%; inconclusive = no clear call, values can overlap the other calls
Target sequence (Q9NXA8 whole entry, looked up): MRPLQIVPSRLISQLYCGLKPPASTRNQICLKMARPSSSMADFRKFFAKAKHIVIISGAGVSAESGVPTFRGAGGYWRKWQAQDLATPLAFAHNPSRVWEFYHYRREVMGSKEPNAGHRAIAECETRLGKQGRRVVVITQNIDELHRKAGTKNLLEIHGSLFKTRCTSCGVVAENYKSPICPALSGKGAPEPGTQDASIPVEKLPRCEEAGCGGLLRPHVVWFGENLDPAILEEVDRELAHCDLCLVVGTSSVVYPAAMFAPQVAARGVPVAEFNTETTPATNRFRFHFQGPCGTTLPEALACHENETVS
CASP6 VEID inh – blocks human caspase-6 cleavage activity; purified caspase-6, Z-VEID-R110 cleavage fluorescence; inhibition, % at 12.5 µM; 0.53% of 350,000 active; AID 686996;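 active = mean inhibition across replicates at least about 35%, with every replicate also reaching that limit, limit read from the data; inconclusive = only one of the two criteria met; inactive = neither criterion met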;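 also: 0% = median of neutral control wells and 100% = no fluorescence left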
Target sequence (P55212 24-179 limits assumed): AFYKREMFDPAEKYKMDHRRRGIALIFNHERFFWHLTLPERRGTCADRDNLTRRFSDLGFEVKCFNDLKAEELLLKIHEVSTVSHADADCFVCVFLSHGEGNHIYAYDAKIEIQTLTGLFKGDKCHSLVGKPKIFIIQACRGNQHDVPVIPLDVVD
Target sequence (P55212 194-293 limits assumed): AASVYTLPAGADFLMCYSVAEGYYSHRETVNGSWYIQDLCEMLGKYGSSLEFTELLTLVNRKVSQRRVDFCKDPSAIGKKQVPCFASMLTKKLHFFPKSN
Numbers without * were called inactive. The order is random. About 4.9% of those tested had a hit in this group.

For CO[C@H]1CN(C)C(=O)c2ccc(NC(=O)c3cc(C)on3)cc2OC[C@H](C)NC[C@@H]1C the results were DENV2 CPE 10, LGR2 inh -20, SIRT5 block 1 and CASP6 VEID inh 0.
Cc1cc(NC(=O)c2cccc([N+](=O)[O-])c2)n(-c2ccccc2)n1 was read as ARNT-TACC3 inh 2, PAX8 reporter 15 and LGR2 inh 8.
COc1ccc(-c2c(-c3cccc(C)c3)oc3ccc(-c4ccc5c(c4)OCO5)cc23)cn1 was read as ARNT-TACC3 inh -12, PAX8 reporter 11, EWS-Fli inh 11 and LGR2 inh 9.
`COc1ccc(OC)c(CN2CCN(C(=O)c3cc(S(=O)(=O)Nc4ccccc4OC)ccc3C)CC2)c1` gave ARNT-TACC3 inh 5, DENV2 CPE 4, PAX8 reporter 7, EWS-Fli inh 9, LGR2 inh -4, SIRT5 block 4 and CASP6 VEID inh 2.
CC(C)NC(=O)N(C)C[C@H]1Oc2ccc(NS(=O)(=O)c3ccc(Cl)cc3)cc2C(=O)N([C@@H](C)CO)C[C@H]1C was read as ARNT-TACC3 inh -2, DENV2 CPE 15, PAX8 reporter 2, EWS-Fli inh 4, LGR2 inh -12, SIRT5 block -5 and CASP6 VEID inh -3.
`CCO[C@@H]1OC(C(=O)N2CCCCCCC2)=C[C@H](C2CCCCC2)[C@H]1CCCO` gave ARNT-TACC3 inh 0, DENV2 CPE -17, PAX8 reporter -1, EWS-Fli inh 10, LGR2 inh 25 and CASP6 VEID inh -3.
`CCC(c1nnnn1-c1ccc2c(c1)OCCO2)N1CCN(C)CC1` (stereo unspecified) gave DENV2 CPE inconclusive, PAX8 reporter 2, EWS-Fli inh -5, LGR2 inh 5, SIRT5 block -3 and CASP6 VEID inh -3.
`CC(NC(=O)c1noc2c1CCCCC2)c1ccccc1` (stereo unspecified) gave ARNT-TACC3 inh -7, DENV2 CPE 8, PAX8 reporter -35, EWS-Fli inh -32, LGR2 inh -35, SIRT5 block -1 and CASP6 VEID inh -1.
Screening O=C(CC[C@H]1O[C@@H](n2cnc3c(NC(=O)c4ccccc4)ncnc32)[C@H](O)[C@@H]1O)NCc1ccco1 returned DENV2 CPE 4, PAX8 reporter 2, EWS-Fli inh -4, LGR2 inh 16, SIRT5 block -1 and CASP6 VEID inh -4.
Screening CCCCc1c(C)nc2ccc(C(=O)OCC)cc2c1Cl returned ARNT-TACC3 inh 2, PAX8 reporter -19 and LGR2 inh -29.
Screening Cc1ccc([N+](=O)[O-])cc1S(=O)(=O)n1ccnc1C returned ARNT-TACC3 inh 11, DENV2 CPE -3, PAX8 reporter 4, EWS-Fli inh 0, LGR2 inh 27, SIRT5 block -1 and CASP6 VEID inh -1.
For CC1CCCN(C(=O)Cn2c(=O)oc3cc(S(=O)(=O)N4CCCCC4)ccc32)C1 (stereo unspecified) the results were ARNT-TACC3 inh -3, DENV2 CPE inconclusive, PAX8 reporter -20, EWS-Fli inh 2, LGR2 inh -1, SIRT5 block 1 and CASP6 VEID inh -1.
For Cc1ccc(S(=O)(=O)CCC(=O)OC(C)c2nnc(-c3cccs3)o2)cc1 (stereo unspecified) the results were ARNT-TACC3 inh -12, DENV2 CPE -4, PAX8 reporter -2, EWS-Fli inh -2, LGR2 inh 6, SIRT5 block 0 and CASP6 VEID inh 2.
For O=C(NCC(c1cccs1)N1CCOCC1)c1cc2ccccc2oc1=O (stereo unspecified) the results were DENV2 CPE -1, PAX8 reporter 20, EWS-Fli inh 2, LGR2 inh 0, SIRT5 block -5 and CASP6 VEID inh 0.
For CC(C)CNC(=O)c1nn(Cc2ccccc2)c(=O)c2ccccc12 the results were ARNT-TACC3 inh -6, DENV2 CPE 2, PAX8 reporter -23, EWS-Fli inh 0, LGR2 inh 3, SIRT5 block -1 and CASP6 VEID inh -2.
O=C(N/N=C/c1ccoc1)c1ccc(Cl)cc1 was read as ARNT-TACC3 inh -2, DENV2 CPE -4, PAX8 reporter -39, LGR2 inh -8, SIRT5 block -1 and CASP6 VEID inh 1.
`CCN(CC)C(=O)Cn1cc(C(=O)C(=O)N2CCN(c3ccccc3)CC2)c2ccccc21` gave ARNT-TACC3 inh -2, DENV2 CPE inconclusive, PAX8 reporter 15, LGR2 inh -14, SIRT5 block 1 and CASP6 VEID inh -1.
Screening O=C(CCNC(=O)Cn1ccc2ccccc2c1=O)NCc1ccccn1 returned DENV2 CPE 1, PAX8 reporter -10, EWS-Fli inh 1, LGR2 inh 1, SIRT5 block -3 and CASP6 VEID inh -4.
Screening OCc1cccc(-c2csc(C(O)c3ccccc3)n2)c1 (stereo unspecified) returned DENV2 CPE 10, PAX8 reporter -65, EWS-Fli inh -40, LGR2 inh -54, SIRT5 block -1 and CASP6 VEID inh -1.
`C[C@@H]1CN([C@H](C)CO)C(=O)c2cc(N(C)C)ccc2O[C@H]1CN(C)Cc1ccc(C(=O)Nc2ccccc2N)cc1` gave DENV2 CPE 3, PAX8 reporter 4, EWS-Fli inh 65*, LGR2 inh 8 and CASP6 VEID inh 1.

Five structures out of the list, sorted by SMILES length, smallest number first.
`CCC(c1nnnn1-c1ccc2c(c1)OCCO2)N1CCN(C)CC1` (stereo unspecified) gave DENV2 CPE inconclusive, PAX8 reporter 2, EWS-Fli inh -5, LGR2 inh 5, SIRT5 block -3 and CASP6 VEID inh -3.
Cc1cc(NC(=O)c2cccc([N+](=O)[O-])c2)n(-c2ccccc2)n1 was read as ARNT-TACC3 inh 2, PAX8 reporter 15 and LGR2 inh 8.
`CCO[C@@H]1OC(C(=O)N2CCCCCCC2)=C[C@H](C2CCCCC2)[C@H]1CCCO` gave ARNT-TACC3 inh 0, DENV2 CPE -17, PAX8 reporter -1, EWS-Fli inh 10, LGR2 inh 25 and CASP6 VEID inh -3.
For CO[C@H]1CN(C)C(=O)c2ccc(NC(=O)c3cc(C)on3)cc2OC[C@H](C)NC[C@@H]1C the results were DENV2 CPE 10, LGR2 inh -20, SIRT5 block 1 and CASP6 VEID inh 0.
Screening O=C(CC[C@H]1O[C@@H](n2cnc3c(NC(=O)c4ccccc4)ncnc32)[C@H](O)[C@@H]1O)NCc1ccco1 returned DENV2 CPE 4, PAX8 reporter 2, EWS-Fli inh -4, LGR2 inh 16, SIRT5 block -1 and CASP6 VEID inh -4.

Going on with the list:
Screening COc1cc(C(C)=O)cc(OC)c1O returned ARNT-TACC3 inh 1, DENV2 CPE -13, EWS-Fli inh -2, SIRT5 block 2 and CASP6 VEID inh -5.
Screening Cc1cc(S(=O)(=O)N2CCN(c3ccccc3F)CC2)ccc1-n1cnnn1 returned ARNT-TACC3 inh -3, DENV2 CPE -2, PAX8 reporter 14, EWS-Fli inh 14, LGR2 inh -14, SIRT5 block -2 and CASP6 VEID inh -4.
`Cc1cc(C)cc(C(=O)OCC(=O)NC2CCCC2)c1` gave ARNT-TACC3 inh -3, DENV2 CPE inconclusive, PAX8 reporter 10, EWS-Fli inh 3, LGR2 inh 3, SIRT5 block -2 and CASP6 VEID inh -1.
O=C(NCC1CCN(C(=O)c2cccc([N+](=O)[O-])c2)CC1)c1cccc([N+](=O)[O-])c1 was read as ARNT-TACC3 inh -3, DENV2 CPE 2, PAX8 reporter 14, EWS-Fli inh 10, LGR2 inh 3 and CASP6 VEID inh 3.
For CO[C@@H]1CN(C)C(=O)c2ccc(NC(=O)C3CC3)cc2OC[C@H](C)N(C(=O)c2ccccn2)C[C@H]1C the results were ARNT-TACC3 inh 22, DENV2 CPE -4, PAX8 reporter -15, EWS-Fli inh 2, LGR2 inh 3, SIRT5 block -1 and CASP6 VEID inh -3.
`Nc1nonc1-n1nnc(C(=O)N/N=C/C=C/c2ccccc2)c1CSC1=NCCS1` gave DENV2 CPE 1, PAX8 reporter -2, EWS-Fli inh 14, LGR2 inh 7, SIRT5 block 3 and CASP6 VEID inh -5.
COc1ccc2c3c(n(C)c2c1)[C@H](CO)N(C(=O)C1CCCC1)CC31CN(C(=O)Nc2cccc(F)c2)C1 was read as DENV2 CPE -10, PAX8 reporter 12, EWS-Fli inh 1, LGR2 inh 20, SIRT5 block 2 and CASP6 VEID inh -1.
For O=C(CCC(=O)c1ccccc1)Nc1ccccc1 the results were DENV2 CPE -5, PAX8 reporter 3, EWS-Fli inh -3, LGR2 inh -26 and CASP6 VEID inh -5.
Screening O=C(Cc1ccccc1)c1c[nH]c(C(=O)NCCCn2ccnc2)c1 returned DENV2 CPE -2, PAX8 reporter 14, EWS-Fli inh -6, LGR2 inh -5, SIRT5 block 1 and CASP6 VEID inh -3.
COc1cc(C(=O)Nc2ccc3c(c2)CCCN3C(=O)c2ccco2)c([N+](=O)[O-])cc1OC was read as ARNT-TACC3 inh -2, DENV2 CPE 1, PAX8 reporter -17, EWS-Fli inh 7, LGR2 inh -5, SIRT5 block 2 and CASP6 VEID inh -1.
`CC(C)[C@H](NC(=O)C1CCN(C(=O)[C@@H]2CCCN2)CC1)C(=O)NCc1ccc(F)cc1` gave ARNT-TACC3 inh -1, DENV2 CPE -14, EWS-Fli inh -2, SIRT5 block -3 and CASP6 VEID inh 4.
`C[C@@H]1CN([C@H](C)CO)C(=O)Cc2cc(NC(=O)Cc3cn(C)c4ccccc34)ccc2O[C@@H]1CN(C)Cc1ccc(C(F)(F)F)cc1` gave ARNT-TACC3 inh -30, DENV2 CPE 5, PAX8 reporter 10, EWS-Fli inh 2, LGR2 inh 5, SIRT5 block 2 and CASP6 VEID inh -4.
For CCOC(=O)c1ccc(N2C(=O)c3n[nH]c(-c4ccco4)c3C2c2ccc([N+](=O)[O-])cc2)cc1 (stereo unspecified) the results were ARNT-TACC3 inh 2, PAX8 reporter 38 and LGR2 inh 9.
C[C@H]1CN([C@@H](C)CO)C(=O)c2cc(-c3ccc(C(=O)N(C)C)cc3)cnc2O[C@@H]1CN(C)C(=O)C1CC1 was read as ARNT-TACC3 inh -22, DENV2 CPE 7, EWS-Fli inh -11, LGR2 inh -9, SIRT5 block 2 and CASP6 VEID inh 0.
Screening O=S(=O)(NCC[C@H]1CC[C@H](NS(=O)(=O)c2ccccc2Cl)[C@@H](CO)O1)c1ccc(Cl)cc1 returned ARNT-TACC3 inh -6, DENV2 CPE 1, PAX8 reporter 14, EWS-Fli inh 4, LGR2 inh -1, SIRT5 block 0 and CASP6 VEID inh 3.
Screening CCOC(=O)c1ccc(NC(=O)Cc2cccs2)cc1 returned ARNT-TACC3 inh 0, DENV2 CPE -3, PAX8 reporter -74, EWS-Fli inh -61, LGR2 inh -72, SIRT5 block -1 and CASP6 VEID inh 0.
`O=C(c1cnc2ccccn2c1=O)N1CCc2ccccc21` gave ARNT-TACC3 inh -2, DENV2 CPE -3, EWS-Fli inh 5, LGR2 inh 6, SIRT5 block 1 and CASP6 VEID inh 10.
Cc1cc(C)cc(-n2c(C)c3c(C)nnc(C)c3c2C)c1 was read as ARNT-TACC3 inh 12, PAX8 reporter -2 and LGR2 inh -9.
For C[C@@H](O)C#Cc1ccc([C@@H]2[C@H]3CN(S(=O)(=O)Cc4ccccc4)CCCCN3[C@H]2CO)cc1 the results were ARNT-TACC3 inh -2, DENV2 CPE -5, PAX8 reporter -16, EWS-Fli inh 0, LGR2 inh -16, SIRT5 block 0 and CASP6 VEID inh 0.
Screening COc1ccc2c3c(n(C)c2c1)[C@@H](CO)N(C(=O)C1CCC1)CC31CCN(C(=O)CN(C)C)CC1 returned DENV2 CPE -5, PAX8 reporter -14, EWS-Fli inh -5, LGR2 inh 2, SIRT5 block -16 and CASP6 VEID inh -2.
CC1CCCN1CC#CC(O)(c1ccccc1)c1ccccc1 (stereo unspecified) was read as DENV2 CPE -4, PAX8 reporter 6, EWS-Fli inh 17, SIRT5 block 9 and CASP6 VEID inh -1.
COc1cc(/C=C2/C(=O)NN(c3cccc(C)c3)C2=O)ccc1OC(=O)c1ccco1 was read as ARNT-TACC3 inh -2, DENV2 CPE -11, PAX8 reporter 3, EWS-Fli inh -3, LGR2 inh -3, SIRT5 block 5 and CASP6 VEID inh 25.
C/C=C/c1ccc(OCCCCOc2ccc(OC)cc2)c(OC)c1 was read as ARNT-TACC3 inh -3, PAX8 reporter -5 and LGR2 inh 6.
